PfHsp90 yeast 2: growth inhibition of PfHsp90-expressing yeast, primary screen, antimalarial PfHsp90 inhibitor project, S. cerevisiae, BacTiter-Glo luminescence, single point, set 2 | inhibition, % at 9.4 µM | actives 0.32% (n = 310,000) | AID 504621, 2011 | BacTiter-Glo ATP, 48 h; yeast lacking PDR1 and PDR3 efflux regulators;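 active = every replicate shows inhibition above about 80%, whatever the replicate mean, limit read from the data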;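 note: 0% = DMSO neutral controls and 100% = 20 µM radicicol positive controls; yeast relying on Plasmodium falciparum Hsp90 in place of its own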
CAL PDZ inh: CAL PDZ peptide-binding inhibitors, primary screen, biochemical, fluorescence polarization, Cer-tagged CAL PDZ, HTS; Golgi-associated PDZ and coiled-coil motif-containing protein (Homo sapiens), Q9HD26; purified CAL PDZ, TMR-peptide fluorescence polarization, 1 h; inhibition, % at 20 µM; actives 0.02% (n = 330,000);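 active = highest replicate inhibition of at least 40%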;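 note: plate controls were DMSO neutral control wells for no effect and unlabeled competitor peptide control wells for full effect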
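material = purified tagged CAL PDZ domain construct (CerCALP) | buffer or medium = sodium phosphate/NaCl buffer pH 7.4 with TCEP, IgG, Thesit | reagent = TMR-labelled reporter peptide T*-PRC34 bound in PDZ groove | incubation = 1 h room-temperature incubation prior to read | measured by = fluorescence polarization (mP) | evaluation = percent inhibition from loss of millipolarization | control set = unlabelled peptide and DMSO controls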
PvdQ inh: P. aeruginosa PvdQ acylase inhibitors, primary screen, biochemical, fluorescence, plate reader and imaging, single point | inhibition, % at 10 µM | purified PvdQ acylase | PvdQ acylase [Pseudomonas aeruginosa LESB58] | actives 0.063% (n = 340,000); in the data active = inhibition above about 30%, passing the limit was not always enough;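 note: 0% = vehicle neutral wells and 100% = reference inhibitor wells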
Wnt act: Wnt/beta-catenin pathway activators, primary screen, cell-based, plate reader, single point | actives 1.2% (n = 300,000) | AID 743398, 2014 | activation, % at 9.35 µM | Wnt/beta-catenin reporter cell assay, activator; in the data active = activation above about 30%, passing the limit was not always enough;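 note: 0% = neutral control wells and 100% = positive control wells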
Tat export inh: E. coli Tat export inhibitors, primary screen, MC4100, TorA-mCherry reporter, fluorescence, single point. inhibition, % at 10 µM. AID 488895, 2010. actives 0.036% (n = 340,000);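 active = mean replicate inhibition at least 50% and at least half of replicates individually reaching 50%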;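 note: exported cargo escapes ClpAP degradation while cytoplasmic cargo is degraded and loses fluorescence; 0% = median of neutral control wells and 100% = median of NaSCN control wells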
phage Ecoli inh: growth loss of phage-infected E. coli, primary screen, RecBCD inhibitor project, absorbance, with phage, HTS. inhibition, % at 11.9 µM. actives 0.26% (n = 360,000). AID 651602, 2012; in the data active = inhibition above about 11%
Rtt109 HAT inh: inhibitors of C. albicans Rtt109/Vps75 HAT, primary screen, biochemical, ThioGlo CoA-SH fluorescence, plate reader | inhibition, % at 34.9 µM | purified Rtt109/Vps75, 4 h | AID 540336, 2011 | actives 0.16% (n = 330,000);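 active = inhibition of at least 50% in every replicate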
Target sequence (Q5AAJ8 whole entry, looked up): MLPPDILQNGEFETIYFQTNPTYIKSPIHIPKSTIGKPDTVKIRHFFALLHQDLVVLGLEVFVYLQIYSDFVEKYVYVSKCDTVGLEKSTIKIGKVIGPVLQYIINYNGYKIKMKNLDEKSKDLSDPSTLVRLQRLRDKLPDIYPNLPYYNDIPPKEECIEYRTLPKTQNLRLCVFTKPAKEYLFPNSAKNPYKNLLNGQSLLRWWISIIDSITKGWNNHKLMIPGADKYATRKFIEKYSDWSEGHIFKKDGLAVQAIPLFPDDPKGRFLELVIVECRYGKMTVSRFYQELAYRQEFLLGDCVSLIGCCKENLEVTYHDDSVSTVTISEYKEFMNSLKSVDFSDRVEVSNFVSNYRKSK
AddAB inh: growth inhibition of E. coli expressing H. pylori AddAB, primary screen, AddAB inhibitor project, absorbance; inhibition, % at 11.9 µM; actives 0.29% (n = 330,000); in the data active = inhibition above about 12%;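 note: 0% = vehicle wells of infected cells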
E coli growth: E. coli V3065 growth inhibition, primary screen, counter-screen for AddAB inhibitor project, absorbance, OD600; 18 h; inhibition, % at 11.9 µM; actives 0.27% (n = 330,000);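 active = inhibition above the campaign's mean inhibition across all tested compounds plus 3 SD, cut at about 9.9% in these data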;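 note: uninfected addAB+ strain grown without phage in ampicillin broth; 0% = DMSO wells and 100% = ciprofloxacin 0.95 µg/ml wells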
DAGLB inh: DAGLB lipase inhibitors, primary screen, biochemical, fluorescence, HTS. HEK293T DAGLB membrane lysate, EnzChek fluorogenic substrate. inhibition, % at 5.17 µM. AID 504411, 2011. Diacylglycerol lipase-beta (Homo sapiens), Q8NCG7. actives 0.059% (n = 340,000); in the data active = inhibition above about 34%;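 note: 0% = enzyme with vehicle and 100% = wells lacking enzyme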
Target sequence (Q8NCG7 whole entry, looked up): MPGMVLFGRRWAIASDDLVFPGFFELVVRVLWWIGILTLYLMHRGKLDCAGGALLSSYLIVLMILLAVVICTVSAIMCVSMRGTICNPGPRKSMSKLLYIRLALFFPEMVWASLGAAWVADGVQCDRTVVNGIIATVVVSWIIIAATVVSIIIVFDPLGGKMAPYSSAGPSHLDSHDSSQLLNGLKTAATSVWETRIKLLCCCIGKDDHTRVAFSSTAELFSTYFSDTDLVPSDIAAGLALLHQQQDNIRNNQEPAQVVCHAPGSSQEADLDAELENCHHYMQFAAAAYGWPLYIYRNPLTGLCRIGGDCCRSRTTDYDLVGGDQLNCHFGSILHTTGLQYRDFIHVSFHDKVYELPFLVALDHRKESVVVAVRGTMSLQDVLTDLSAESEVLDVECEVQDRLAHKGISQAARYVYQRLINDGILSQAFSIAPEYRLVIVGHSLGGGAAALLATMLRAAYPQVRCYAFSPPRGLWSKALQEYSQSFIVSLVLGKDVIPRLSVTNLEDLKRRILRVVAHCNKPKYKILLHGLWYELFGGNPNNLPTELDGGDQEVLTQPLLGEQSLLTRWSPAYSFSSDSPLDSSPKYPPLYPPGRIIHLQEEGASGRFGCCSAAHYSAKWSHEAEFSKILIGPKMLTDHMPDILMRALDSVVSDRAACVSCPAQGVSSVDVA
* marks the source's active call; other numbers are inactive results; x = not tested or not shown. Random draw from the library. About 1.9% of those tested had a hit in this group.

The first two compounds as a preview:
SMILES	PfHsp90 yeast 2	CAL PDZ inh	PvdQ inh	Wnt act	Tat export inh	phage Ecoli inh	Rtt109 HAT inh	AddAB inh	E coli growth	DAGLB inh
CCOC(=O)C1CN(S(=O)(=O)c2ccc(C)cc2)c2cc(S(=O)(=O)CC)ccc2O1 (stereo not given)	-107	-2.3	-5	0	7	2.5	-6	1.5	-0.2	0
COc1ccc(CC2S/C(=N/N=C/c3ccccc3O)NC2=O)cc1 (stereo not given)	-21	-2.9	-3	4	2	-0.8	-8	-2.0	-1.3	8

The listing, repeating the preview:
SMILES	PfHsp90 yeast 2	CAL PDZ inh	PvdQ inh	Wnt act	Tat export inh	phage Ecoli inh	Rtt109 HAT inh	AddAB inh	E coli growth	DAGLB inh
CCOC(=O)C1CN(S(=O)(=O)c2ccc(C)cc2)c2cc(S(=O)(=O)CC)ccc2O1 (stereo not given)	-107	-2.3	-5	0	7	2.5	-6	1.5	-0.2	0
COc1ccc(CC2S/C(=N/N=C/c3ccccc3O)NC2=O)cc1 (stereo not given)	-21	-2.9	-3	4	2	-0.8	-8	-2.0	-1.3	8
CN1CCN(C(=O)/C=C/c2ccccc2)CC1	-5	0.3	-11	-1	-5	2.7	0	2.8	1.2	1
COC(=O)CC1C(=O)NCCN1C(=O)c1ccccc1 (stereo not given)	-6	-1.7	-10	-5	-11	3.3	1	-1.1	-2.0	2
COC(=O)c1cc(NC(=O)c2ccc([N+](=O)[O-])cc2)c(=O)oc1C	1	0.7	9	-5	-1	6.2	6	2.1	0.8	-1
COc1ccc(-c2noc3c2-c2nc(-c4ccc(Cl)cc4)sc2CC3)cc1	7	0.0	-11	-2	13	4.7	0	2.8	-0.3	-5
Cn1cccc1-c1nc2ccccc2n1C	-13	0.1	25	3	-7	1.4	-14	0.7	2.8	0
Cc1cc(C)nc(N(C#N)CC(=O)c2ccccc2)n1	-1	-1.4	-14	x	-2	-0.6	7	1.6	1.8	0
CCS(=O)(=O)N1CCC(NC(=O)C(Cc2cccc(OC)c2OC)NC(C)=O)CC1 (stereo not given)	-4	-0.3	-6	5	1	1.6	-1	x	x	2
CC(=O)NC(=O)COC(=O)/C=C/c1c(C)nn(Cc2c(Cl)cccc2Cl)c1Cl	-17	-3.4	-5	x	-1	0.8	10	0.2	-1.3	-3
COc1cc2nc(CN3CCN(S(=O)(=O)c4ccccc4C(F)(F)F)CC3)[nH]c(=O)c2cc1OC	x	-1.2	6	0	1	0.4	4	-0.3	-1.2	-2
C=CCc1c(OC)ccc2ccc(=O)oc12	2	-1.2	5	1	5	2.2	-2	0.5	2.5	0
Clc1ccc(COn2nnc3ccccc32)c(Cl)c1	-8	-1.4	2	22	4	1.6	7	-2.1	-1.9	-4
COC(=O)c1ccc(N2CCN(C(C)=O)CC2)c(NC(=O)c2cccnc2)c1	-4	-1.1	-7	-1	-9	2.5	3	-2.3	-2.7	0
COC(=O)c1cc2c(N)c(C(=O)c3ccccc3)sc2nc1C(OC)OC	17	-1.0	-17	2	-11	2.3	0	-1.4	-1.1	-6
O=C(CN1CCCC1)Nc1c2c(nc3ccccc13)N(Cc1ccccc1)CC2	-17	-3.6	6	-3	4	-2.0	-2	0.7	1.2	1
O=C(O)CC(c1ccc(C(F)(F)F)cc1)N1Cc2ccccc2C1=O (stereo not given)	12	-0.8	-15	2	-9	-1.4	0	1.7	-0.7	5
Cc1ccc(C)c(S(=O)(=O)NC(Cc2c[nH]c3ccccc23)C(=O)O)c1 (stereo not given)	-8	0.3	1	0	11	1.4	5	1.4	2.0	3
CC(/C=C1\SC(=S)N(NS(=O)(=O)c2ccccc2)C1=O)=C\c1ccccc1	-24	-3.8	1	-2	2	1.9	14	-0.2	-0.6	23
O=C(O)COc1ccccc1/C=N/NC(=O)CNC(=O)c1ccc(F)cc1	0	-1.0	-7	-1	-3	3.2	-1	-1.5	-2.9	1
Cc1cccc(NNC(=O)C(=O)NNc2cccc(C)c2)c1	19	-1.9	-10	-1	-6	1.5	-4	1.7	-1.8	x
COc1ccc(-c2[nH]ncc2CNC(C)c2cn(C)nc2C)c(F)c1 (stereo not given)	-3	2.0	-13	-5	15	4.5	2	0.5	-1.6	2
COc1ccccc1N1CCN(C(=O)c2ccccc2NC(=O)C2CCCCC2C(=O)O)CC1 (stereo not given)	4	0.4	5	-2	-9	1.9	7	2.0	0.2	1
Cc1ccc(/C=N/NC(=O)c2ccc(-c3ccccc3)cc2)o1	13	-3.9	-2	2	0	0.7	-2	2.9	-2.7	0
CN(C(=O)COC(=O)c1sc2ccccc2c1Cl)C1CCCCC1	14	-3.6	11	0	-1	3.3	6	-1.6	-3.4	-7
O=C(Nn1cnnc1)c1cc2c(s1)CCCC2	-16	x	-23	5	11	2.0	5	0.8	3.8	0
COc1nnc(-c2ccc(N3CCCCC3)c(NC(=O)COc3ccccc3)c2)c2ccccc12	7	-1.4	-15	-5	0	2.6	-17	x	x	-5
CN(C)C(=O)CCc1ccc2c3c([nH]c2c1)[C@]1(C)[C@@H](C(=O)N2CCOCC2)C[C@H](CC(=O)NCCCn2ccnc2)C(=O)N1CC3	11	-0.1	-12	-2	6	0.9	-2	-1.4	-2.7	-1
Brc1ccc2nc(N3CCCC3)sc2c1	x	-2.9	-10	44*	4	2.8	-1	-0.4	-2.0	-4
O=C(CNC(=S)N(Cc1ccccc1)Cc1cccnc1)NC1CCCC1	0	-0.1	4	-1	3	1.2	-5	4.1	-0.8	1
O=[N+]([O-])c1ccc(-c2nc(NCc3cccnc3)c3ccccc3n2)cc1	-19	0.1	-10	2	-4	2.1	-2	x	x	1
O=C(Nc1ccc(N2CCN(Cc3ccccc3)CC2)cc1)c1ccco1	-2	-0.3	-5	2	-7	2.6	-5	4.9	-0.1	0
COCCNC(=S)Nc1cccc2cnccc12	14	0.7	-5	0	5	-0.8	-3	0.6	0.5	-1
CCOC(=O)C1=C(c2ccccc2)NC(SC)=C(C#N)C1c1ccco1 (stereo not given)	-3	-2.8	4	-3	-10	1.8	25	0.4	-2.5	-3
Cc1c(NC(=O)Nc2cccc(F)c2)c(=O)n(-c2ccccc2)n1C	3	-1.0	-8	2	-1	-1.4	-1	-1.2	-0.6	0
CCOc1ccc(C(=O)C(CN2CCOCC2)c2ccccc2)cc1 (stereo not given)	14	-0.1	4	-2	1	2.9	-1	8.7	-0.7	6
CN1CCc2[nH]c3ccc(C(=O)NN)cc3c2C1	0	-2.6	-7	x	-1	0.7	10	-0.7	-1.8	2
O=C(NC1CCCc2ccccc21)c1ccccn1 (stereo not given)	-20	-2.6	-6	2	-13	2.6	-1	0.1	2.2	0
COc1ccc(-c2ccc3c(=O)cc(-c4ccsc4)oc3c2)cn1	-11	-0.1	-2	-2	-4	1.5	11	-0.9	-2.5	-3
COc1ccc(NC(=O)CN(C)C(=O)CSCc2ccc(C)cc2)cc1	-3	-0.1	3	-2	-3	4.1	4	-1.7	-1.9	1
Cc1ccc(NC(=O)c2ccc(C)c(S(=O)(=O)N3CCOCC3)c2)nc1	x	-0.7	-9	-3	0	-2.6	-1	-0.9	-0.3	-2
COc1ccc(OC)c(NC(=O)CN2C(=O)C(C)N(c3ccc(C)cc3)C2=O)c1 (stereo not given)	8	-0.2	-10	13	7	2.8	1	2.0	-1.2	4
CCn1c(CN2CCCCCC2=O)nnc1SCc1cnc(-c2ccccc2)s1	x	-2.6	-6	x	-3	1.0	-1	-0.1	-0.6	0
CCn1c(SCC(=O)Nc2ccccc2C(=O)OC)nnc1-c1ccc(N)cc1	15	-0.6	-3	-5	6	-1.6	-13	-1.2	0.3	0
O=C(CSc1nnc(CNC(=O)c2c(F)cccc2Cl)o1)NCCc1ccccc1	-15	0.5	-9	4	0	0.1	-9	4.9	0.1	3
Cc1cccc(C)c1N1CCN(S(=O)(=O)N(C)C)CC1	26	0.1	-14	-1	-1	4.9	3	5.8	1.7	-3
COC(=O)C1=C(C)NC(=S)N(C(C)=O)C1c1ccccc1 (stereo not given)	-16	0.8	6	0	3	2.5	2	5.0	1.1	-4
COC(=O)CN(c1nc(C)cc(OC)n1)S(=O)(=O)c1ccccc1	-2	-0.3	1	x	9	4.8	10	x	x	0
Cc1ccc(NC2CCCN(C(=O)CCn3nccc3C)C2)cc1C (stereo not given)	37	-3.1	-16	-1	12	2.6	-15	-0.9	-0.8	3
CC1Oc2ccccc2N(CC(=O)NCc2ccccc2)C1=O (stereo not given)	7	0.1	7	-2	0	1.3	14	0.0	0.2	0

Only AddAB inh and DAGLB inh (2 entries from above):
molecule	AddAB inh	DAGLB inh
Cc1ccc(NC(=O)c2ccc(C)c(S(=O)(=O)N3CCOCC3)c2)nc1	-0.9	-2
COC(=O)C1=C(C)NC(=S)N(C(C)=O)C1c1ccccc1 (stereo not given)	5.0	-4

Next part:
SMILES	PfHsp90 yeast 2	CAL PDZ inh	PvdQ inh	Wnt act	Tat export inh	phage Ecoli inh	Rtt109 HAT inh	AddAB inh	E coli growth	DAGLB inh
CCN1C(=O)[C@@H]2[C@H](C1=O)[C@@H]1C(=O)Nc3ccccc3C(=O)N1[C@@H]2c1ccc(Br)cc1	-5	0.8	-1	3	2	0.2	-14	3.4	1.0	5
CCC1(CC)NC(=O)N(CC(=O)OCC(=O)NC(=O)c2ccccc2OC)C1=O	7	-3.1	-3	-4	0	3.7	-6	-0.7	0.9	2
CCCOc1ccc(S(=O)(=O)Nc2ccccn2)c2ccccc12	10	24	15	3	-5	-2.2	-10	-1.2	-0.4	0
CC(/C=C/c1cccc([N+](=O)[O-])c1)=N/NC(=O)c1cccnc1	6	-1.5	-10	-3	-13	3.9	0	2.2	-0.8	3
CCOC(=O)Cn1nc(C)c(NC(=O)COc2ccc(C)c(C)c2)c1C	20	-0.6	-5	-3	-6	-0.2	-5	0.3	-0.2	-2
CC(NC(=O)c1ccc(F)cc1)C1CC2CCC1C2 (stereo not given)	-3	-2.1	-1	-1	0	-0.2	11	0.8	-2.3	-4
CCOC(=O)c1c2n(c3c(NCc4ccccc4)ncnc13)CCCC2	-7	-2.2	11	0	5	1.0	4	0.6	-2.5	-7
O=C1N/C(=N/O)S/C1=C/c1cccnc1	11	-0.9	-6	-7	0	1.7	-4	-2.2	0.1	-1
O=C(CSc1nnc(COc2ccc3c(c2)CCCC3)o1)Nc1ccc(F)cc1	26	-2.1	-14	x	4	1.0	x	4.0	-1.2	-5
NS(=O)(=O)c1ccc(CCNC(=O)C(=O)NCC2OCCN2S(=O)(=O)c2cc(F)ccc2F)cc1 (stereo not given)	9	-0.5	-10	-5	7	1.6	-1	-0.9	-2.8	1
CCC(C)(C)n1nnnc1C(c1cccnc1)N1CCCc2ccccc21 (stereo not given)	5	0.3	-15	2	6	2.8	0	0.7	0.1	-1
O=C1C(=O)C(c2ccccc2)C(=O)C1c1ccccc1 (stereo not given)	x	0.2	-1	1	1	0.5	-11	x	x	10

Bioassay records as filed in PubChem BioAssay.
